# Ecoli WT expand = E. coli BW25113 growth inhibition, expanded screen. OD600 absorbance. growth inhibition, % at 100 µM. hit rate 0.15% among 98,000. AID 710;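 active = growth inhibition above about 50% at one test dose, limit read from the data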;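 also: growth measured after 20 h incubation at 37 °C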
# hDAT+cocaine = changed human dopamine transporter uptake under cocaine IC80; LLC-PK1 hDAT cells, [14C]-dopamine uptake with cocaine IC80; actives deviate in either direction; B-score at 10 µM; hit rate 1.3% among 110,000; AID 449768;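 active = Z score or B-score, a plate-position-corrected score, falls beyond the plate's 99.7% confidence bounds, in either direction; inactive = both scores lie inside the 99.7% bounds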;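 also: scored against the spread of the other compound wells on the same plate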
# Target sequence (Q01959 whole entry, looked up): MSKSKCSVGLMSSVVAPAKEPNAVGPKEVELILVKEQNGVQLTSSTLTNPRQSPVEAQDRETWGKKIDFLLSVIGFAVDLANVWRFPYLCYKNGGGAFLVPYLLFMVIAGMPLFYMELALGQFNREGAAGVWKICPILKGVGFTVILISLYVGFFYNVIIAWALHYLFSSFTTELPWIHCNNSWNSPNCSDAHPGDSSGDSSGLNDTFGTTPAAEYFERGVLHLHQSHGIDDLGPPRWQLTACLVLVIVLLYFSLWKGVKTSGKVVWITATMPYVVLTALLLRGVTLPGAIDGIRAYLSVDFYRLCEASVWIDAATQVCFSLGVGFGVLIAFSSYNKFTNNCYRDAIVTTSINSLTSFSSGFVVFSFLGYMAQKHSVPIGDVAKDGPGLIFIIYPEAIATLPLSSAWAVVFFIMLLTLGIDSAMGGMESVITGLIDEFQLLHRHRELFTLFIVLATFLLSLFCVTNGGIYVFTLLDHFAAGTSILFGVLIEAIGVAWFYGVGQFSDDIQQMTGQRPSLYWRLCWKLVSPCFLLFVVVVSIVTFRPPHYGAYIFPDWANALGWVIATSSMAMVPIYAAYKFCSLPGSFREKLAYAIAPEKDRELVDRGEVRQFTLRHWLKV
# H69AR inhibit = growth inhibitors of human H69AR lung tumor cells; H69AR lung tumor viability, ATP luminescence, 72 h; hits give low values; AID 598; hit rate 6% among 85,000; viability, % at 10 µM;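 active = viability at or below 40%; inactive = viability above 40%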;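 also: multidrug resistant small cell line overexpressing MRP-1 efflux transporter; 100% = mean luminescence of untreated control wells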
# PostGolgi yeast = growth inhibition of a yeast mutant, post-Golgi transport screen | post-Golgi transport phenotypic cell assay | inhibition, % at 10 µM | hit rate 0.9% among 98,000 | AID 739;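 also: yeast cells grown in 1536-well plates; yeast grown about 18 h at 30C before absorbance read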
# HUVEC inhibit = human endothelial cell proliferation inhibition | HUVEC proliferation, CellTiter-Glo luminescence, 72 h; hits give low values | viability, % at 10 µM (by protocol) | hit rate 1.1% among 86,000 | AID 648;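 active = viability at or below 30%; inactive = viability above 30%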;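 also: 100% = median luminescence of DMSO-only cell control wells on each plate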
# S1P2 agonist = activates the human S1P2 receptor | S1P2-expressing cell line, agonist reporter read-out | activation, % at 4.5 µM | hit rate 0.46% among 97,000; in the data active = activation above about 16%;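 also: 0% = vehicle low control and 100% = maximal reference agonist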
# Target sequence (O95136 whole entry, looked up): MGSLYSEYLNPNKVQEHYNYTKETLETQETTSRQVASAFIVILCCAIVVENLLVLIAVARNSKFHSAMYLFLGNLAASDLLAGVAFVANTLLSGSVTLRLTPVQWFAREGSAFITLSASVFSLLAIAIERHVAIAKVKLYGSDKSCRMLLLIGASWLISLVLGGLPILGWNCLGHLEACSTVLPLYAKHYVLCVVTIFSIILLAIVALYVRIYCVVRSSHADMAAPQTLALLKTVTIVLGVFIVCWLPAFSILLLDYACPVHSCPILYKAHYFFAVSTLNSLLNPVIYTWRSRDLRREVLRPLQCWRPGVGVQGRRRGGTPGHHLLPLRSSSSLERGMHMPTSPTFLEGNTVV
# Fibroblast inh = blocks proliferation of human lung fibroblasts | LL 47 human lung fibroblast viability, ATP luminescence; hits give low values | viability, % at 10 µM | hit rate 1.1% among 85,000;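 active = viability at or below 50% in the single dose screen; inactive = viability above 50%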;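 also: compound exposure lasted 72 h before the ATP readout; 100% = median luminescence of untreated cell-only wells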
#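 Times – overnight cell rest, 72 h compound treatment at 37 °C · Test system – human lung fibroblast line LL 47, low passage · Amount – 1,150 cells in each well · Controls – cell-only wells, no compound · Doses – 0.1% DMSO in all compound wells · Measured by – CellTiter-Glo luminescence · Buffer or medium – IMEM plus 15% FBS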
# S1P2 blocker = S1P2 (human) receptor antagonism; O95136; cell-based S1P2 antagonist assay, inhibition at 5 uM; inhibition, % at 5 µM; hit rate 0.21% among 97,000; in the data active = inhibition above about 45%;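 also: CRE beta-lactamase reporter cells expressing human S1P2 stimulated with S1P; 0% = agonist at EC80 alone and 100% = agonist plus reference antagonist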
# PostGolgi ctrl = inhibits growth of the yeast control strain; inhibition, % at 10 µM; hit rate 5% among 98,000; AID 738; efflux-deficient yeast background strain, growth absorbance A615, 16 h
# * marks the source's active call; other numbers are inactive results; · = not tested or not shown. Rule as the data show it, unless noted: active = inhibition above about 30%; inactive = the rest.
SMILES,Ecoli WT expand,hDAT+cocaine,H69AR inhibit,PostGolgi yeast,HUVEC inhibit,S1P2 agonist,Fibroblast inh,S1P2 blocker,PostGolgi ctrl
O=C(C(c1ccccc1)c1ccccc1)N1CCOCC1,5.0,-0.436,94.2,9.4,96.2,-6.8,101.9,7.0,20.8
COc1ccc(CNc2nc(NCc3ccc(OC)c(OC)c3)n(C(=O)c3cccs3)n2)cc1OC,-8.0,-0.445,·,-1.6,·,6.0,·,-19.0,8.3
CCOc1ccc(N2CC(C(=O)NCc3cccc(C)c3)CC2=O)cc1 (configuration not stated),-2.0,1.07,90.8,3.8,93.5,-4.7,95.3,9.9,9.2
Cc1ccc(-c2nnc(-c3ccccc3)o2)cc1,·,-0.889,99.4,·,96.2,-4.8,97.7,-17.7,·
Cc1cc(NC(=O)CSc2nc3ccccc3c(=O)n2Cc2ccc(F)cc2)no1,-2.0,0.0205,39.6*,18.0,71.6,-2.6,73.9,9.2,0.5
CC1CCN(C(=O)CN(c2ccc(Cl)c(C(F)(F)F)c2)S(C)(=O)=O)CC1,8.0,0.446,96.3,-2.0,107.0,-1.6,105.4,-0.9,6.4
N#CC(c1cccc(C(F)(F)F)c1)(c1ncc(C(F)(F)F)cc1Cl)N1CCOCC1 (configuration not stated),5.0,0.746,·,-1.0,·,-4.0,·,18.2,18.7
COc1ccc(S(=O)(=O)N2CCN(C(=O)CCC3CCCC3)CC2)cc1,-7.0,0.984,87.7,-0.2,104.2,-5.1,100.4,-16.2,6.9
CCOC(=O)C1=C(O)C(Nc2nccs2)(C(F)(F)F)N=C1C (configuration not stated),3.0,·,96.4,0.5,109.7,-4.4,102.1,11.6,34.6*
CC(=O)OCCNc1cc(N2CCN(C)CC2)c2noc3c2c1C(=O)c1ccccc1-3,-33.0,0.738,·,0.6,·,·,·,·,18.6
COc1ccc(-c2nnc(CSc3nc4ccccc4c(=O)n3C)o2)cc1OC,3.0,1.45,59.7,31.7*,80.9,-5.0,94.7,12.2,0.3
NC(=S)c1ccc(C(N)=S)o1,22.0,0.0389,90.0,7.8,92.9,-1.9,·,-0.2,-6.5
COC(=O)c1ccc(S(=O)(=O)c2ccc(C(=O)OC)s2)s1,-15.0,-0.635,89.1,6.0,93.8,-3.0,98.1,-11.2,1.6
CCN(CC)c1ccc(NC(=O)c2cc(OC)cc(OC)c2)c(C)c1,-4.0,·,24.7*,-6.7,33.2,-1.8,55.7,3.9,24.8
Cc1cc(=O)n2nc(N3CCCC3C(=O)NCCCN3CC(C)CC(C)C3)sc2n1 (configuration not stated),5.0,-0.514,90.2,-2.8,99.0,·,96.0,·,5.6
O=C(O)CCn1c(C2CCCCC2)nc2ccccc21,-14.0,0.0724,97.0,0.3,101.9,·,99.7,·,2.5
COc1ccc(-c2csc(NC(=O)CCn3cnc4ccccc4c3=O)n2)cc1OC,4.0,0.24,·,3.4,·,-0.6,·,-10.8,17.9
O=C(COC(=O)c1ccc(S(=O)(=O)NCc2ccco2)cc1)NCCC1=CCCCC1,-10.0,-0.657,94.5,-0.6,95.1,-2.3,103.9,15.1,12.2
COc1cc(S(=O)(=O)N2CCN3CCCC3C2)ccc1-n1cnnn1 (configuration not stated),1.0,0.282,77.5,-2.1,91.0,-1.6,104.2,-11.5,3.2
CCOC(=O)c1[nH]c2c(c1C)C(=O)CC(c1ccc(OC)c(OC)c1)C2 (configuration not stated),-10.0,-0.577,97.7,-5.5,92.8,1.2,95.8,-4.0,24.1
CCCCn1c(=O)c2c(O)cc(=O)oc2c2ccccc21,0.0,·,·,10.4,·,-6.9,·,-6.2,6.2
CCCCC(CC)CNS(=O)(=O)c1ccc2c(c1)CCN2C(=O)CCC(=O)O (configuration not stated),-7.0,-0.165,96.4,15.3,93.3,-7.1,107.6,15.9,-0.2
Cc1ccccc1CS(=O)(=O)c1nnc([C@H](Cc2ccccc2)NC(=O)OC(C)(C)C)o1,9.0,-0.125,1.2*,36.5*,62.2,-5.2,5.5*,23.9,51.0*
CCCCn1c(=O)c(-c2ccccc2)c(O)c2ccccc21,-3.0,-0.46,105.2,19.0,97.9,-4.2,102.1,-13.7,32.4*
Fc1ccccc1N1CCN(C(c2cccs2)c2nnnn2CCc2ccccc2)CC1 (configuration not stated),-11.0,-0.412,84.3,8.7,106.0,-1.6,96.8,9.3,-3.8

# Continued:
SMILES,Ecoli WT expand,hDAT+cocaine,H69AR inhibit,PostGolgi yeast,HUVEC inhibit,S1P2 agonist,Fibroblast inh,S1P2 blocker,PostGolgi ctrl
O=C(CSc1nc2ccccc2[nH]1)N1CCN(c2ccc(F)cc2)CC1,0.0,0.835,98.0,-3.9,89.9,-9.4,97.8,5.5,-0.6
Cc1cc(COc2ccccc2OCCN2CCN(C)CC2)no1,1.0,0.0775,101.4,-0.8,104.2,-3.6,100.2,18.2,-4.8
COc1cccc(N2C(=O)N(c3ccccc3)C3CS(=O)(=O)CC32)c1 (configuration not stated),4.0,-0.59,·,3.2,·,-4.3,·,2.9,-4.9
COC(=O)c1cc(OC)c(OC)cc1NC(=O)c1cc(-c2ccccc2)nc2ccccc12,-9.0,·,·,0.2,·,-1.2,·,26.6,4.0
Cc1cnc(C(=O)OCC(=O)Nc2ccc(Oc3ccccc3)cc2)cn1,8.0,0.078,·,-8.5,·,-7.3,·,6.9,-0.6
CN(C)S(=O)(=O)N1CCN(c2ccc(Cl)cc2)CC1,1.0,0.398,102.3,-1.4,108.5,-6.0,99.4,-5.0,4.7
COCC(=O)N(Cc1ccccc1)c1ccccn1,-4.0,0.406,101.2,2.2,93.6,-6.5,93.6,6.4,16.3
O=c1ncn(-c2ccccc2F)c2ncccc12,1.0,-0.95,·,10.2,·,-7.4,·,-2.4,16.6
COc1cc(C(=O)OCC(=O)Nc2ccc3c(c2)OC(F)(F)O3)ccc1OCc1c(C)noc1C,-26.0,0.588,101.0,1.0,83.5,10.6,104.9,-19.6,9.6
CCn1c(COc2ccccc2OC)nnc1SCC#N,4.0,-0.412,100.2,-4.7,93.2,-0.2,95.8,13.2,-0.1
O=C(NCc1ccc2c(c1)OCO2)C1CCCN1C(=O)Nc1cccc(F)c1 (configuration not stated),-3.0,-0.435,88.8,1.6,77.5,-7.3,102.0,-16.9,11.4
CCOc1cccc(NC(=O)Cn2nc(-c3ccc4c(c3)OCCO4)ccc2=O)c1,·,-0.637,69.3,·,72.9,-7.8,95.9,-4.9,·
CC(C)NC(=O)Cn1cc(C#N)c2cc(Br)ccc21,-4.0,-0.803,94.1,-4.0,99.3,-3.8,96.5,3.4,2.3
O=C(NCc1ccco1)c1ccc2c(c1)N(Cc1ccccc1)C(=O)CS2=O (configuration not stated),2.0,0.513,·,1.0,·,-3.4,·,-3.5,5.4
O=C(NC(=O)c1ccccc1)NC1(C(F)(F)F)OCCO1,4.0,0.146,·,1.6,·,-2.8,·,-0.1,6.5
CCOc1cc(S(=O)(=O)NCc2ccccn2)ccc1Cl,·,0.421,102.4,·,97.7,-2.8,95.3,-5.1,·
Cc1sc(NC(=O)/C=C/c2ccc(C(C)C)cc2)c(C#N)c1C,-12.0,-1.03,·,-8.6,·,-9.2,·,-16.5,6.7
CCNc1nc(NC(C)C)nc(OCCOC(=O)c2ccccc2)n1,·,0.0134,83.5,·,102.3,-2.1,108.5,-39.8,·
N#CCOC(=O)c1sccc1-n1cccc1,4.0,-0.53,·,3.8,·,-0.3,·,-1.3,5.9
COc1ccc(C2CC(c3cccs3)=NN2C(=O)CSC2=NN3CCCC(=O)N=C3S2)cc1 (configuration not stated),-11.0,1.89,57.9,-1.1,107.2,-3.2,97.2,-17.2,19.5
CCOc1ccccc1N1CCN(C(=O)Nc2cccc(Cl)c2)CC1,-4.0,0.738,85.8,1.6,106.1,-3.6,97.3,-30.3,6.2
C=CCSc1nc2ccccc2c(=O)[nH]1,10.0,0.938,87.3,-6.0,100.4,-4.1,93.9,-0.3,-6.5
O=C(N/C=C\c1ccccc1)NCc1ccc(Cl)cc1Cl,12.0,0.0776,·,4.1,·,-2.2,·,12.7,4.3
CC(C)(C)OC(=O)N1CC2Cc3[nH]c(=O)ccc3C(C2)C1 (configuration not stated),-4.0,-0.0677,89.3,-5.8,99.2,-4.5,96.9,-0.9,2.6
CC(Nc1nc(N2CCN(S(C)(=O)=O)CC2)nc2ccccc12)c1ccccc1 (configuration not stated),3.0,0.976,81.9,9.5,13.7*,-6.6,78.7,1.9,-11.6

# Of the compounds above, 6 have a Cl atom:
SMILES,Ecoli WT expand,hDAT+cocaine,H69AR inhibit,PostGolgi yeast,HUVEC inhibit,S1P2 agonist,Fibroblast inh,S1P2 blocker,PostGolgi ctrl
CC1CCN(C(=O)CN(c2ccc(Cl)c(C(F)(F)F)c2)S(C)(=O)=O)CC1,8.0,0.446,96.3,-2.0,107.0,-1.6,105.4,-0.9,6.4
N#CC(c1cccc(C(F)(F)F)c1)(c1ncc(C(F)(F)F)cc1Cl)N1CCOCC1 (configuration not stated),5.0,0.746,·,-1.0,·,-4.0,·,18.2,18.7
CN(C)S(=O)(=O)N1CCN(c2ccc(Cl)cc2)CC1,1.0,0.398,102.3,-1.4,108.5,-6.0,99.4,-5.0,4.7
CCOc1cc(S(=O)(=O)NCc2ccccn2)ccc1Cl,·,0.421,102.4,·,97.7,-2.8,95.3,-5.1,·
CCOc1ccccc1N1CCN(C(=O)Nc2cccc(Cl)c2)CC1,-4.0,0.738,85.8,1.6,106.1,-3.6,97.3,-30.3,6.2
O=C(N/C=C\c1ccccc1)NCc1ccc(Cl)cc1Cl,12.0,0.0776,·,4.1,·,-2.2,·,12.7,4.3

# Next structures.
SMILES,Ecoli WT expand,hDAT+cocaine,H69AR inhibit,PostGolgi yeast,HUVEC inhibit,S1P2 agonist,Fibroblast inh,S1P2 blocker,PostGolgi ctrl
Cn1c(=NC(=O)C2CC2)sc2cccc(F)c21,0.0,-0.00382,96.2,2.9,91.1,-3.2,92.5,12.6,-0.8
O=C(Nc1nccs1)c1sc2cc(Cl)ccc2c1Cl,-13.0,-0.245,·,16.7,·,-5.0,·,15.9,10.9
Cc1cc(S(=O)(=O)N(Cc2ccc3c(c2)OCO3)CC2CCCO2)ccc1-n1cnnn1 (configuration not stated),-13.0,1.4,97.7,1.0,94.4,-1.8,102.0,12.4,0.3
CCN(CC)C(=O)C1CCCN(Cc2ccc(F)c(F)c2)C1 (configuration not stated),-2.0,-0.469,102.4,0.8,95.4,·,94.7,·,-2.5
Cc1cc(C)n(-c2nnc(C)n2/N=C/c2ccccc2F)n1,-3.0,-0.419,98.2,10.4,95.3,-2.2,102.0,-24.4,0.9
O=C(c1ccc(F)cc1)c1cc2ccccc2o1,4.0,-0.269,108.1,-3.0,101.4,-6.9,114.8,-7.1,8.2
CCc1cc2c(NCC3CCCO3)ncnc2s1 (configuration not stated),-3.0,0.742,93.0,9.6,91.5,-4.1,100.5,0.1,4.8
COc1ccccc1C1CC(c2ccc(F)cc2)Nc2ncnn21 (configuration not stated),5.0,-0.482,76.5,-5.1,100.0,-9.3,97.3,6.7,-11.8
COC(=O)c1cccc(NC(=O)Nc2ccc(Cl)c(Cl)c2)c1,-1.0,-0.026,·,-3.1,·,-4.7,·,1.3,24.6
Cc1cccc(-n2ccnc2SCC(=O)Nc2ccc3c(c2)OCCO3)c1,1.0,1.84*,80.8,0.7,100.1,-4.5,112.1,-12.1,-2.5
COc1ccc(N2CCN(C(c3ccccc3)c3sc4nc(C)nn4c3O)CC2)cc1 (configuration not stated),·,0.789,95.3,·,97.0,·,99.5,·,·
O=C(CSc1nnc(-c2ccccc2)n1Cc1ccco1)Nc1ccc2c(c1)OCCO2,6.0,-0.123,80.3,10.1,96.9,-5.8,100.1,14.4,-3.5
CCn1c(N)c(C(=O)N2CCOCC2)sc1=S,3.0,-1.26,86.1,-3.1,81.7,-3.0,100.5,-8.1,4.2
Cc1cc(=O)oc2cc(OCCSCCN3CCOCC3)ccc12,5.0,-0.118,85.6,5.8,105.6,-5.9,104.8,-17.6,31.9*
